Screens as filed in PubChem BioAssay.
APOBEC3G inh: inhibitors of human APOBEC3G DNA deaminase. Q9HC16. recombinant A3G, ssDNA deamination FAM/TAMRA fluorescence. inhibition, % at 20 µM. hit rate 0.28% among 330,000. AID 493012;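 active = inhibition of at least 40% at 20 µM, with no more than 30% in the related APOBEC3A deaminase screen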;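 note: plate controls were DMSO wells with A3G for no effect and wells lacking A3G enzyme for full effect; some compounds called inactive have numbers as strong as hits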
Target sequence (Q9HC16 whole entry, looked up): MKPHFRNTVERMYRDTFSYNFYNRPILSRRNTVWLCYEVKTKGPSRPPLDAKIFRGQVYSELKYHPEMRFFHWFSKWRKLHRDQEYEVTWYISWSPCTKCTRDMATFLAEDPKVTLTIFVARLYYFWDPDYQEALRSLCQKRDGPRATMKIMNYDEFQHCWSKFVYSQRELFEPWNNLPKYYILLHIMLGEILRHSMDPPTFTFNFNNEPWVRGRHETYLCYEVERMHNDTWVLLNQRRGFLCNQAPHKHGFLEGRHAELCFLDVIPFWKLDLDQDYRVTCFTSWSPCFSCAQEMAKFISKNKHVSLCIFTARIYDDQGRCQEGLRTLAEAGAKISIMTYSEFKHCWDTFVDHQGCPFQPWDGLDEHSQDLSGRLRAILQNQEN
beta cell repl: induces beta-cell replication in MIN6 cells. MIN6 cells proliferation, ATPlite luminescence, 48 h; cells starved in 0.2% serum; 100% = growth in 10% serum. proliferation, % at 10 µM. hit rate 0.29% among 330,000. AID 2380;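 active = compounds whose signal lies at least 3.5 SD above the mean of all wells on their plate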;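 note: 0% = DMSO-treated cells in low-serum medium and 100% = 10% serum control; some compounds called inactive have numbers as strong as hits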
NLRP3 yeast inh: NALP3 inhibition in yeast; inhibition, % at 10 µM; Yeast reconstituted NLRP3/ASC/caspase-1, beta-gal luminescence, 24 h; hit rate 0.39% among 330,000;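 active = inhibition of 50% or more; inactive = inhibition below 50%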;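 note: plate controls were induced DMSO wells for no effect and uninduced yeast grown without galactose for full effect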
APOBEC3A inh: blocks human APOBEC3A ssDNA deamination; AID 493011; P31941; hit rate 0.41% among 330,000; recombinant A3A, FAM/TAMRA ssDNA deamination fluorescence; inhibition, % at 20 µM;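 active = at least 40% inhibition at 20 µM here, with at most 30% in a related deaminase screen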;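 note: plate controls were A3A with DMSO for no effect and wells lacking A3A enzyme for full effect; some results filed as inactive read as strong as hits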
Target sequence (P31941 whole entry, looked up): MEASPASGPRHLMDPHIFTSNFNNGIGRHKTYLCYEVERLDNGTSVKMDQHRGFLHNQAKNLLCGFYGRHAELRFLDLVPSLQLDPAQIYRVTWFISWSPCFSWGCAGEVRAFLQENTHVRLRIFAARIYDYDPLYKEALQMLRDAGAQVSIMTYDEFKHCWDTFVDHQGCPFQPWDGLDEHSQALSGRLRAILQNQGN
tim10-1 inh: growth inhibitors of tim10-1 mutant yeast. S. cerevisiae tim10-1 ts strain growth, BacTiter-Glo, 24 h. inhibition, % at 20 µM. hit rate 2.2% among 330,000. AID 463190;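 active = inhibition of at least 40%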;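 note: mutant grown at 25 °C; 0% = DMSO wells with yeast and 100% = wells holding no yeast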
mIAP inh: blocks mouse intestinal alkaline phosphatase; AID 2806; inhibition, % at 10 µM; hit rate 0.2% among 330,000; purified mouse IAP, CDP-Star luminescence, 30 min;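 active = inhibition of at least 40% at 10 µM in the primary screen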;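 note: plate controls were DMSO with enzyme for no effect and no enzyme wells for full effect; values of inactives mirror those of a sister screen read the other way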
hIAP inh: human IAP inhibition | purified IAP, CDP-Star luminescence, 30 min | AID 2544 | hit rate 0.12% among 330,000 | inhibition, % at 10 µM;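 active = inhibition reaching a set limit with compound at 10 µM in the primary screen, cut at about 35% in these data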;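 note: plate controls were DMSO wells with enzyme for no effect and no-enzyme buffer wells for full effect; values of inactives mirror those of a sister screen read the other way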
Target sequence (P09923 whole entry, looked up): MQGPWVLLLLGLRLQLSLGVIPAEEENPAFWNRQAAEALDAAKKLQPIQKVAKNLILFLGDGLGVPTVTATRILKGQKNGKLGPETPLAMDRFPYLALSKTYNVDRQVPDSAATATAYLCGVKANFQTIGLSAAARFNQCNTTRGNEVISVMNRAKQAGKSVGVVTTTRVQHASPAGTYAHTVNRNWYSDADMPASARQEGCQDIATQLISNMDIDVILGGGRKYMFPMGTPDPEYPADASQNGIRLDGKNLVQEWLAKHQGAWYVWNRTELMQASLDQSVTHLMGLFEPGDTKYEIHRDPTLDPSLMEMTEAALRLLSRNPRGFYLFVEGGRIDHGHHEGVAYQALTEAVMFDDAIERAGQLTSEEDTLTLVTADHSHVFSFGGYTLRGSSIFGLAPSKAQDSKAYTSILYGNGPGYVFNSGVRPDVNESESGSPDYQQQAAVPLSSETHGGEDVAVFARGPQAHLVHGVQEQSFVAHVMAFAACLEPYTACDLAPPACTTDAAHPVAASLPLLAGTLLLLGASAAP
mIAP act: increases mouse intestinal alkaline phosphatase activity; muIAP, CDP-Star luminescence, 30 min; stronger effect = higher value; 1 = vehicle-only enzyme signal, 0 = enzyme-free wells; activation factor at 10 µM; hit rate 0.24% among 330,000; AID 2805;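 active = activation factor of at least 2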; note: the source names both 10 and 20 µM as test concentration; values of inactives mirror those of a sister screen read the other way
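also added = chemiluminescent substrate CDP-Star | test system = mouse IAP enzyme | signal = chemiluminescence readout | compound = DMSO-dissolved test compounds | incubation = 30 min at room temperature | benchmarks = DMSO wells, no-enzyme wells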
TIM10 inh: inhibits growth of TIM10 yeast strain. hit rate 1.4% among 330,000. inhibition, % at 10 µM. S. cerevisiae TIM10 strain growth, BacTiter-Glo luminescence, 24 h;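 active = inhibition of 40% or more at the single tested concentration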;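 note: wild-type TIM10 isogenic control strain grown at permissive 25 °C; 0% = DMSO yeast wells and 100% = minimal medium wells without yeast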
Starred values were filed as active, the others as inactive.

No.	structure	APOBEC3G inh	beta cell repl	NLRP3 yeast inh	APOBEC3A inh	tim10-1 inh	mIAP inh	hIAP inh	mIAP act	TIM10 inh
1	N#Cc1nc(-c2ccc(OCc3ccccc3)cc2)oc1N1CCOCC1	-7	1	16	-1	15	5	18	0.95	19
2	COc1ccc(-c2cc(C(=O)OCC(=O)N(C)C)c3ccccc3n2)cc1	-3	0	23	0	18	-1	12	1	19
3	CCOC(=O)COc1cc2c(C(=O)OCC)c(C)oc2cc1Br	-1	0	-14	0	26	-4	10	1	28
4	Cc1ccc(C)c(N(CC(=O)NCc2ccco2)C(=O)CCC(=O)Nc2nccs2)c1	-2	0	4	-3	5	-1	10	1	-6
5	CCOc1ccc(N(Cc2cc3ccc(C)cc3[nH]c2=O)S(=O)(=O)c2ccccc2)cc1	-3	-4	5	3	42*	1	-9	0.99	3
6	CN(C)S(=O)(=O)c1ccc(Cl)c(NC(=O)CSc2nc3c(cc2C#N)C(=O)CCC3)c1	-1	0	8	2	15	7	-6	0.93	3
7	Cc1ccc(CNC(=O)Nc2ccccc2)n1C	-11	-1	13	-5	7	-4	1	1	-21
8	CSc1ccc(CN(C)C(C)C(=O)NCC2CCCCC2)cc1 (stereo not drawn)	-15	-2	9	0	-1	-4	5	1	8
9	CCOC(=O)c1cc(Sc2ccccc2N)cc(C(=O)OCC)n1	-10	0	39	-3	11	4	16	0.95	-12
10	Cc1ccc(C(=O)Nc2ccccc2N2CCCCC2)o1	1	2	12	1	37	-1	-5	1	10
11	CC(=O)Nc1ccc(NC(=O)C(C)OC(=O)CCc2nc3ccccc3s2)cc1 (stereo not drawn)	-1	-1	6	-2	22	-17	2	1.2	-21
12	C=CCSc1nc(N)c(C(=O)Nc2ccccc2C)cc1C(N)=O	-1	0	13	1	11	1	-14	0.99	7
13	O=C(COC(=O)C1CC2C=CC1C2)NCc1ccccc1Cl (stereo not drawn)	-7	-1	27	-3	9	3	-4	0.97	-4
14	Brc1ccsc1-c1csc(-c2ccncc2)n1	0	-2	-22	5	-135	1	-2	0.99	-108
15	COCCn1c(SCC(=O)N2CCOCC2)nnc1-c1ccco1	-2	0	-2	1	4	-5	7	1	-2
16	COCCCN(CC(=O)NCc1ccccc1)S(=O)(=O)c1ccc(C)cc1	-7	-1	4	-1	7	3	5	0.97	2
17	COc1ccc(OC)c(-c2csc(NC(=O)Cn3[nH]c(=O)c4ccccc4c3=O)n2)c1	-6	-3	20	6	12	2	-1	0.97	1
18	COc1ccc(NC(=O)c2cc(C(C)C)on2)cc1OC	-3	-2	0	1	15	4	-11	0.96	14
19	CC(C)COC(=O)NCCCOC(=O)Nc1ccccc1	-4	-1	25	-3	7	-4	-8	1	-2
20	Nc1nc(CN2CCCCCC2)nc(Nc2ccc(F)cc2)n1	-2	0	11	-1	7	1	-52	0.99	13
21	CC(=O)N/C(=C\c1ccccc1)C(=O)OCCCOC(=O)/C(=C/c1ccccc1)NC(C)=O	-7	3	10	-2	-2	4	-12	0.96	10
22	COc1ccccc1-c1c(C)nn2c(N3CCN(c4ccccc4OC)CC3)cc(C)nc12	-7	-5	24	-1	18	0	-4	1	18
23	Cc1ccc(CN(C)C(=O)c2ccccc2Sc2ccccc2C#N)cc1	1	-2	2	-2	23	4	-16	0.96	1
24	CC1CCN(Cc2nc(-c3ccc(Cl)cc3)no2)CC1	17	-2	11	4	9	-10	-2	1.1	5
25	CCCCN1C=C(C(=O)OC)C(c2ccccc2C(F)(F)F)C(C(=O)OC)=C1	1	-3	-2	-1	16	-45	-7	1.4	8
26	COc1ccc(S(=O)(=O)n2nc(OC(C)=O)cc2N)cc1	-6	0	12	-1	8	-4	2	1	14
27	COc1ccc(S(=O)(=O)N2CCCCC2)cc1NS(=O)(=O)c1cc(Cl)ccc1Cl	-5	0	12	-4	39	4	7	0.96	35
28	CC1(C)Cc2cccc(OCC(=O)N3CCN(c4cccc(C(F)(F)F)c4)CC3)c2O1	1	-2	18	1	9	-6	-10	1.1	-19
29	Cc1cc(C)n2nc(C(=O)NC(C)(C)C)nc2n1	-2	-3	10	5	6	-3	-9	1	-1
30	CC(C)S(=O)(=O)c1cnc(-c2cccnc2)nc1N	9	1	-1	1	-8	8	-14	0.93	-3
31	COc1ccc(N2C(=O)c3ccccc3NC2c2ccc(NC(C)=O)cc2)c(OC)c1 (stereo not drawn)	-7	-1	9	-2	-5	-2	6	1	-10
32	CC1(C)CC(=O)C2=C(C1)Oc1ncn(CCCn3ccnc3)c(=N)c1C2c1ccccc1 (stereo not drawn)	-2	-3	7	1	2	-4	-5	1	-4
33	Cc1nn(-c2ccccc2)c2c1C(c1cccnc1)N1C=C(S(=O)(=O)N3CCCCC3)C=CC1=N2 (stereo not drawn)	-6	2	7	-2	4	8	-7	0.92	10
34	O=C(c1ccco1)N1CCN(S(=O)(=O)c2ccc(Cl)s2)CC1	0	3	5	3	4	10	11	0.9	10
35	O=C(/C=C/c1cn(CC(O)CN2CCOCC2)c2ccccc12)c1cccs1 (stereo not drawn)	-8	-4	1	2	6	11	17	0.89	8
36	COCCCn1c(C)cc(C(=O)COC(=O)CCc2nc3ccccc3c(=O)[nH]2)c1C	2	-3	2	3	16	-3	-9	1	9
37	COc1ccc(/C=C2/SC(=O)N(CC(=O)NCCC(C)C)C2=O)cc1OC	-4	-3	-7	0	2	7	-5	0.93	-11
38	COc1cc(C(=O)Nc2cc(C)ccn2)cc(OC)c1OC	-3	1	17	4	13	0	10	0.99	-20
39	O=C(CSc1ncccn1)NCc1ccccc1	-5	0	-8	-4	2	-12	1	1.1	-3
40	O=S1(=O)CCOC[C@H](CC2CCCCC2)N1Cc1cccc(Cl)c1	8	-8	13	0	32	-6	-7	1.1	6
41	Cc1ccc(S(=O)(=O)CCC(=O)OCC(=O)N2CCN(S(=O)(=O)c3ccc(Cl)cc3)CC2)cc1	-5	1	0	0	3	-6	4	1.1	-1
42	N=c1n(CCN2CCCCC2)c2ccccc2n1CC(O)c1ccc(Cl)c(Cl)c1 (stereo not drawn)	-3	-4	22	-3	-13	-2	-16	1	-9
43	O=C(CN1C(=O)C2CC=CCC2C1=O)Nc1ccc(-c2nnc3n2CCCCC3)cc1 (stereo not drawn)	-11	-4	17	-7	9	-15	-10	1.1	3
44	CCOCC(=O)Nc1cc(Cl)ccc1C	-4	2	-5	-3	-6	-5	2	1	9
45	CC1CCC(NC(=O)C2c3ccccc3C(=O)N2CCCN2CCOCC2)CC1 (stereo not drawn)	-7	2	11	-6	1	-5	5	1.1	-16
46	CC(C)(C)C(=O)Nc1ccc(Oc2ccc3c(c2)C(=O)N(c2ccc(O)cc2)C3=O)cc1	0	-2	-1	-1	16	3	19	0.97	13
47	COC(=O)C12CCC(C)(c3nc4ccccc4nc31)C2(C)C (stereo not drawn)	-2	0	12	-2	27	6	-2	0.94	20
48	O=C(COc1ccccc1)Nc1ccc(S(=O)(=O)N2CCCC2)cc1	-5	-4	18	0	41*	-6	-6	1.1	28
49	CCCc1nc2oc3c(NCC4CCCO4)ncnc3c2c2c1COC(C)(C)C2 (stereo not drawn)	-4	1	-4	-3	35	-2	-19	1	9
50	Cc1ccc(Sc2ncccc2COC(=O)NC(C)C)cc1	-1	2	25	2	27	-4	8	1	9
51	Cc1n[nH]c(C)c1C(=O)CC1(O)C(=O)N(Cc2ccccc2)c2ccc(Br)cc21 (stereo not drawn)	-10	1	0	0	15	5	-20	0.95	-4
52	COc1ccccc1C(=O)N1N=C(c2ccc(NS(C)(=O)=O)cc2)CC1c1cccs1 (stereo not drawn)	0	2	-8	3	8	-1	6	1	10
53	NC(=O)c1oc2ccc(Cl)cc2c1N	-3	4	4	-1	3	-6	-2	1.1	13
54	CCOC(=O)c1sc(NC(=O)CN2C(=O)NC3(CCC(C)CC3)C2=O)c(C(=O)OCC)c1C (stereo not drawn)	-4	3	4	1	-18	-2	-3	1	-16
55	Cc1cc(C)c(NN=c2c(=O)c3ccccc3c2=O)c(C)c1	-3	-5	7	-5	13	2	-2	0.98	0
56	COc1ccc(C2C(C(=O)c3cccs3)=C(O)C(=O)N2c2cccc(C)n2)cc1OC (stereo not drawn)	5	-2	10	3	1	-6	5	1.1	-7
57	O=C(NC(C(=O)c1ccccc1)n1ccc(=O)[nH]c1=O)c1ccccc1 (stereo not drawn)	-1	-2	19	-1	25	-13	13	1.1	-10
58	Cc1ccc(NC(=O)C(c2ccccc2)N2CCN(C(=O)c3ccco3)CC2)cc1 (stereo not drawn)	0	-2	-4	1	19	-9	4	1.1	11
59	CCOC(=O)C(Cc1ccccc1)C(=O)Nc1cccc(C)c1 (stereo not drawn)	1	-1	11	0	12	-8	-33	1.1	6
60	CCc1nnc2n1N=C(c1ccccc1)CS2	-9	-2	8	-3	-7	4	-9	0.96	9

Going on with the list.
No.	structure	APOBEC3G inh	beta cell repl	NLRP3 yeast inh	APOBEC3A inh	tim10-1 inh	mIAP inh	hIAP inh	mIAP act	TIM10 inh
61	Cc1ccc(-n2c(-c3cccs3)nc3nc4ccccc4nc32)cc1	-5	-1	25	-4	22	8	-5	0.92	-4
62	Clc1ccc(-n2nnnc2-c2cnc3ccc(Cl)cc3c2-c2ccccc2)cc1	-6	-4	9	-3	-24	-2	-6	1	1
63	O=C(Nc1nc(-c2ccco2)cs1)c1ccccc1	1	-4	22	-1	25	35	-5	0.65	-4
64	CC(=O)Nc1ccccc1OCC(=O)c1cc(C)n(Cc2cccs2)c1C	-7	-6	-8	-5	48*	-4	-8	1	16
65	CC1=C(C(=O)OCC2CCCO2)C(c2ccccc2)C2=C(CCCC2=O)N1 (stereo not drawn)	-3	-4	8	-1	6	3	4	0.97	0
66	Cc1ccc(S(=O)(=O)N(CC(=O)Nc2ccccc2-c2ccccc2)c2ccc(C)cc2C)cc1	-9	-5	0	15	11	-16	5	1.2	-2
67	CC1OC2C(OC1C)N(S(C)(=O)=O)CCN2S(C)(=O)=O (stereo not drawn)	-2	-1	6	-1	1	0	22	1	8
68	COC(=O)Nc1ccc(S(=O)(=O)NCCCCCC(=O)O)cc1	-6	1	15	-3	-9	6	-4	0.94	11
69	COc1ccc(-n2c(C)c(C)c3c(N)ncnc32)cc1	-3	2	18	-3	3	-8	0	1.1	-3
70	Cc1ccc(-n2nc(C)c3c2OC(N)=C(C#N)C3c2ccc(F)cc2)cc1 (stereo not drawn)	-1	-1	10	1	23	5	-16	0.95	30
71	CC(C)(CNC(=O)COc1ccccc1Cc1ccccc1)N1CCOCC1	-6	2	6	-6	1	-20	-12	1.2	10
72	O=C(CSc1ccccn1)Nc1ccc(Br)cn1	2	3	36	4	27	-5	6	1.1	-6
73	COc1ccc(C2SCC(C(=O)NCc3ccc(F)cc3)N2C(C)=O)cc1 (stereo not drawn)	-6	-1	5	-1	-21	1	12	0.99	4
74	CCOC(=O)c1ccc(NC(=O)c2nc[nH]c2C(=O)NCc2ccccc2)cc1	-11	-7	11	2	41*	-6	-59	1.1	29
75	CCCOC1CCCN(C(=O)CCc2nnc(-c3ccc4c(c3)OCO4)o2)C1 (stereo not drawn)	-7	-1	10	-2	8	-4	-26	1	6

Entries of single compounds, looked up by structure. Order of screens: APOBEC3G inh | beta cell repl | NLRP3 yeast inh | APOBEC3A inh | tim10-1 inh | mIAP inh | hIAP inh | mIAP act | TIM10 inh
`CC1OC2C(OC1C)N(S(C)(=O)=O)CCN2S(C)(=O)=O` (stereo not drawn) is entered as -2 | -1 | 6 | -1 | 1 | 0 | 22 | 1 | 8
`Cc1ccc(-n2c(-c3cccs3)nc3nc4ccccc4nc32)cc1` is entered as -5 | -1 | 25 | -4 | 22 | 8 | -5 | 0.92 | -4

The order is random, and some 4.6% of all compounds hit somewhere here.
